POLK inh: DNA polymerase kappa (human) inhibition. Potency, µM (titrated, usually from 107 µM), for inactives: top-dose activity, negative = inhibition, hits mostly inhibitors. AID 588579. actives 0.53% (n = 400,000). purified Pol kappa, fluorescent DNA synthesis assay, 10 min. Q9UBT6; also: potency is read from the fitted curve at half-maximal effect; % is scaled to controls: 0 for no effect and ±100 for the full control effect
Target sequence (Q9UBT6 whole entry, looked up): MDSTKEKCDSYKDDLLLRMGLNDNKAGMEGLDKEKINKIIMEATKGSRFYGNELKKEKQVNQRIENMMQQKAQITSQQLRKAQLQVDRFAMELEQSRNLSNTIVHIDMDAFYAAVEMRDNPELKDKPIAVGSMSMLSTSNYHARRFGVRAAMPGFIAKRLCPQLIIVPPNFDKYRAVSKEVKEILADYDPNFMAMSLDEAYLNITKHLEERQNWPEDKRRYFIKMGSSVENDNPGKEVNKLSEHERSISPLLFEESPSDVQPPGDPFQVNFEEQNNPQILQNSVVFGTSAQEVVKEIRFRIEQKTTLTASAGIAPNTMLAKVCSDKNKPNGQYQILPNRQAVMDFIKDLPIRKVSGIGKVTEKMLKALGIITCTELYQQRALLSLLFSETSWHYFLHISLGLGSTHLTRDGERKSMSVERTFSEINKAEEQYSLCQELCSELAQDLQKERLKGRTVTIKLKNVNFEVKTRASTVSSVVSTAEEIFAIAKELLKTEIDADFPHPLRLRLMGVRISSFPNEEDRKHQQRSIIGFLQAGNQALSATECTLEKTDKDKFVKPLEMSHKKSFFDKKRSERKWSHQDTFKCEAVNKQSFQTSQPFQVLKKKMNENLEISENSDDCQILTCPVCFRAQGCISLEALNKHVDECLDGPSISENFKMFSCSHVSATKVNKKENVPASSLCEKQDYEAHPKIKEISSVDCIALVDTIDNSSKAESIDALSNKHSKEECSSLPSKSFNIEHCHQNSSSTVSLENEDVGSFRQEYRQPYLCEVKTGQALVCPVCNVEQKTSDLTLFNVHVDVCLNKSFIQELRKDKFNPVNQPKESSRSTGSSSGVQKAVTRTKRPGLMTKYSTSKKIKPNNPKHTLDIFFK
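10 nM Pol kappa preincubated 15 min at room temperature with compounds, then reaction started with substrate at 50 nM final. Fluorescence read kinetically at 0 and 10 min; buffer-only wells served as negative control.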
POLH inh: DNA polymerase eta (human) inhibition; Q9Y253; recombinant Pol eta, fluorescent DNA replication assay; Potency, µM (titrated, usually from 114 µM), for inactives: top-dose activity change, negative = inhibition, hits mostly inhibitors; actives 1.2% (n = 390,000); also: potency is read from the fitted curve at half-maximal effect; % is scaled to controls: 0 for no effect and ±100 for the full control effect
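Pol eta (10 nM) was preincubated with compounds for 15 min at room temperature, after which fluorescent replication substrate (50 nM final) was added to start the reaction. Fluorescence was read kinetically at 0 and 10 min.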
GRP78 ERSR act: ER stress response induction in glioma; U87-MG GRP78 promoter luciferase reporter, 16 h; actives 0.02% (n = 420,000); AID 602332; Potency, µM, for inactives: top-dose activation, hits mostly activators; also: potency is read from the fitted curve at half-maximal effect; series mostly up to about 76 µM; % of control where 0% means no effect; nearly all actives have a fitted effect of over 35% in size
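Stably transfected U87-MG glioma cells carrying a GRP78-based luciferase sensor; 16 h compound incubation. Luminescence end-point read 10 min after Bright-Glo addition at room temperature.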
Anesthetic bind: binds horse apoferritin like a general anesthetic. apoferritin/1-aminoanthracene competitive binding, fluorescence. Potency, µM (series often up to 77.5 µM), inactives show at the top dose activity change, negative = displacement, usual class: inhibitors. actives 0.074% (n = 350,000). AID 485281; also: potency is read from the fitted curve at half-maximal effect; % is scaled to controls: 0 for no effect and ±100 for the full control effect; nearly all actives have a fitted effect of over 20% in size
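Steps: apoferritin (10 uM) was premixed with half-saturated 1-AMA in PBS, compounds were pin-transferred, plates stood 10 min at room temperature, fluorescence was read at 380/535 nm, and curves were fitted with a Hill equation.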
APEX1 inh: blocks human APE1 abasic DNA cleavage. P27695. recombinant APE1, TAMRA/BHQ-2 abasic DNA cleavage fluorescence. Potency, µM (top dose mostly 65.8 µM), for inactives: top-dose activity change, negative = inhibition, usual class: inhibitors. actives 0.35% (n = 350,000). AID 2517;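 also: potency is read from the fitted curve at half-maximal effect; plate controls were vehicle for no effect and reference inhibitor for full effect; nearly all actives have a fitted effect of over 55% in size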
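Compound pre-exposure to 0.75 nM APE1, 15 min at ambient temperature. Reaction initiated with 50 nM TAMRA/BHQ-2 THF substrate, read immediately in kinetic mode, 525 nm excitation, 598 nm emission.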
BLM helicase inh: Bloom syndrome helicase (human) inhibition; P54132; recombinant BLM DNA unwinding, fluorescence dequenching; Potency, µM (titrated, usually from 56.1 µM), without a hit: at the highest dose activity change, negative = inhibition, actives largely listed as inhibitors; actives 0.2% (n = 350,000); AID 2528;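 also: potency is read from the fitted curve at half-maximal effect; plate controls were vehicle for no effect and no enzyme for full effect; nearly all actives have a fitted effect of over 35% in size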
LDHA block: inhibitors of human lactate dehydrogenase A; P00338; purified LDHA, NADH/diaphorase-resazurin fluorescence; stronger effect = lower value; activity change, % (values are at about 110 or 230 µM); actives 0.15% (n = 480,000); AID 1347041; in the data active = activity change below about -30%; inconclusive = mostly about -25% to -30%;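 also: plate controls were DMSO wells for no effect and wells without enzyme for full effect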
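Human LDH5 at 2 nM final in Tris HCl pH 7.4 with 0.06 mM NADH and 0.2 mM pyruvate, reacted 5 minutes at room temperature. Remaining NADH coupled via diaphorase/resazurin; resorufin fluorescence read at 0 and 20 minutes, normalized to enzyme-free and DMSO wells.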
Pol iota inh: inhibitors of human DNA polymerase iota | Q9UNA4 | Pol iota fluorescent replication assay, 10 min | Potency, µM (doses to about 115 µM), for inactives: at the highest dose activity, negative = inhibition, most hits filed as inhibitors | actives 1% (n = 390,000); also: potency is read from the fitted curve at half-maximal effect
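Pol iota at 10 nM preincubated 15 min with compounds at room temperature; reaction started with fluorescent substrate, 50 nM final. Fluorescence read kinetically at 0 and 10 min; buffer-only wells as negative control.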
Pol beta inh: blocks human DNA polymerase beta activity; P06746; Pol beta primer extension/strand displacement, fluorescence kinetic; Potency, µM (series often up to 114 µM), inactives show at the highest dose activity change, negative = inhibition, hits mostly inhibitors; actives 1.3% (n = 340,000); AID 485314; also: potency is read from the fitted curve at half-maximal effect; % is scaled to controls: 0 for no effect and ±100 for the full control effect
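Reaction started by 50 nM substrate onto compound-treated Pol beta (10 nM, 15 min preincubation, room temperature); plates read at 0 min and 10 min. Normalized concentration-effect data fitted by four-parameter Hill equation.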
The depositor's hits bear a star; ? = inconclusive; . = not tested or not shown; & = joins results of further samples; [ ] = remark or other dose. Unless noted, calls follow the shape of the dose curve; as a rule, active = well fitted curve in the direction sought with a large enough effect; inconclusive = small, poorly fitted or top-dose-only effect, or another doubt; inactive = no such curve, though single readings can be large; an effect the other way counts as inactive or inconclusive.

Structure,LDHA block,BLM helicase inh,APEX1 inh,GRP78 ERSR act,POLH inh,Anesthetic bind,Pol iota inh,POLK inh,Pol beta inh
CSCC[C@H](NC(=O)c1cc([N+](=O)[O-])ccc1Cl)c1nc2ccccc2[nH]1,-16,0%,-4%,-4%,-17%,-15%,-2%,-12%,1%
COc1ccc(N(CC(=O)N2CCN(Cc3ccccc3)CC2)S(C)(=O)=O)c(OC)c1,-3,-1%,5%,0%,-4%,-1%,7%,1%,30%
CCCC(C)NC(=S)Nc1cc(C)cc(C)c1 (stereo unspecified),-9,-5%,-10%,-1%,-1%,-20%,27%,-2%,96%
COC(=O)[C@@]1(Cc2ccc(F)cc2)[C@H]2c3cc(C(=O)N4CCCC4)n(C[C@H](O)CO)c3C[C@H]2CN1C(=O)c1ccccc1,-8,-1%,-1%,.,.,1%,.,.,.
Cc1c(NC(=O)Nc2ccc(C#N)cc2)c(=O)n(-c2ccccc2)n1C,-2&-6,-1%&-4%,51%,-3%&-4%,-5%&-10%,-1%&-2%,-26%&14%,9%&-6%,0%&26%
O=C1Nc2ccc(Br)cc2C1Cc1ccccc1F (stereo unspecified),3,-13%,-2%,-1%,-26%,-14%,32%[activator],-13%,1%
c1ccc(C2c3[nH]c4ccccc4c3CCN2Cc2cccn2-c2ccccn2)nc1 (stereo unspecified),3,-5%,-3%,-3%,-22%,-11%,23%,-11%,0%
COc1ccc(C2Nc3ccccc3C(=O)N2c2ccccc2)cc1COc1ccc(NC(C)=O)cc1 (stereo unspecified),-9,.,.,-1%,.,.,?,-12%,.
O=C(N/N=C/c1cc([N+](=O)[O-])ccc1O)C(O)(c1ccccc1)c1ccccc1,-2,-7%,1%,-2%,-5%,-23%,24%,-22%,-18%
N#CC1CCCc2c1[nH]c1ccc([N+](=O)[O-])cc21 (stereo unspecified),-3,-7%,0%,-1%,-12%,6%,-4%,-7%,-6%
CC1CC[C@@]2(OC1)O[C@H]1CC3[C@@H]4C[C@@H](O)[C@@]5(O)C[C@@H](O)[C@H](O)C[C@]5(C)[C@H]4CC[C@]3(C)[C@H]1[C@@H]2C (stereo partly specified),-4,-4%,-6%,-3%,-3%,-7%,11%,-3%,36%
CC(C)c1[nH]nc2c1C(c1ccco1)C(C#N)=C(N)O2 (stereo unspecified),-2,-1%,4%,-2%,-23%,-7%,33%[activator],4%,1%
Cc1cccc(C(=O)Nc2ccc(N3CCN(c4ccc(C(F)(F)F)cn4)CC3)nc2)c1,-4,-4%,-2%,-2%,-4%,10%,2%[58.9 µM],3%,-6%
O=C(c1ccc(Cn2c(=S)[nH]c3ccc(N4CCOCC4)cc3c2=O)cc1)N1CCN(c2ccc(F)cc2)CC1,-13,-7%,-5%,6%,-8%,2%,108%[activator],-16%,3%
COc1cccc(Cn2cc(N)cn2)c1,6,-6%,11%,0%,2%,-4%,-13%,-9%,-3%
N#Cc1ccccc1-c1ccc2ncnc(NCc3cccnc3)c2c1,.,-7%,-2%,-3%,.,.,.,-18%[60.1 µM],.
O=C(CSc1ncnc2c1cnn2-c1cccc(Cl)c1)NCC1CCCO1 (stereo unspecified),-7,-3%,21%,-3%,-9%,-4%,12%,-10%,11%
CCCCn1c(N)c(N(CC)C(=O)c2ccc3c(c2)S(=O)(=O)c2ccccc2C3=O)c(=O)[nH]c1=O,-2,-4%,4%,-5%,-10%,?,25%,-7%,1%
OCC1(Cc2ccccc2)CCCN(Cc2c[nH]c3ccccc23)C1 (stereo unspecified),-3,1%,?,-4%,-11%,-9%,-21%,5%,2%
CSc1ccc(CCNC(=O)c2ccc(CS(=O)(=O)c3ccc(Br)cc3)o2)cc1,0,-6%,.,-6%,-14%,-1%,0%,-16%[60.1 µM],-4%
c1ccc(-c2ccccc2OCc2nnc3n2CCC3)cc1,-5,1%,0%,-5%,-8%,-9%,?,-8%,14%
Cn1c(-c2ccsc2)c(-c2cccs2)c2cc(-c3ccc4[nH]ccc4c3)ccc21,-21,.,-8%,-1%,-16%,.,43%[activator],-4%,.
O=C(Nc1ccc2nc(-c3cccs3)[nH]c2c1)c1cccs1,-2,5%,18%,4%,?,58%[activator],?,-11%,3%
CC1=[N+]([O-])C(C)(C)CC(C)(C)c2ccccc21,-5,0%,-7%,-5%,3%,-7%,?,5%,3%
CCCCN(C(=O)c1cc(CC)c(C)s1)c1c(N)n(CCC)c(=O)[nH]c1=O,-5&9,.,8%,-3%,?,.,123%[activator],-19%,.
O=C(O)C(Cc1cc2ccccc2[nH]1)N1C(=O)C2CC=C(Cl)CC2C1=O (stereo unspecified),-3,-13%,8%,1%,-11%,4%,25%,3%,4%
COC(=O)c1cc(S(=O)(=O)N2CCN(c3cccc(C)c3)C(C)C2)cn1C (stereo unspecified),-1,-4%,.,-2%,-2%,9%,-7%,2%,9%
Cc1ccc(-n2nc(CO)c(C(=O)NCCC(C)C)n2)cc1C,-9,-4%,.,-4%,-14%,?,0%,-9%,18%
CC(Oc1ccc(Cl)cc1)C(=O)NCC1CCCO1 (stereo unspecified),1,-1%,11%,-4%,0%,-9%,-25%,-27%,38%
COCCOC(=O)C1=C(C)NC(=O)NC1c1cn(-c2ccccc2)nc1-c1ccccc1 (stereo unspecified),-9,-3%,.,-6%,-13%,-8%,52%[activator],-12%,?
CC(C)CCNC(=O)c1onc(CSc2ccccc2)c1C(=O)NCCC(C)C,-2,.,.,-5%,-24%,.,-3%,-9%,.
CCOc1ccccc1CNC(=O)CCc1cn(C)c2ccccc12,6&-5,-3%&-2%,-4%,2%&-1%,-17%&-15%,2%&-12%,-2%&7%,4%,-3%&8%
CCn1cc([N+](=O)[O-])c(C(=O)N2N=C(c3ccc4ccccc4c3)CC2c2ccccc2O)n1 (stereo unspecified),-9,-9%,-4%,-2%,1%,-13%,-4%,-7%,2%
CCOC(=O)c1cnc(-n2nc(C)cc2C)nc1N(C)C,4,0%,-8%,-4%,10%,-10%,28%,-9%,38%
CN(C)C(CNC(=O)c1cc(S(=O)(=O)N(C)c2ccc(F)cc2)ccc1Cl)c1ccco1 (stereo unspecified),-2,.,6%,-4%,-7%,.,-4%,-14%,.
O=C(CSC1=NC(=O)C(Cc2ccccc2)C(=O)N1)Nc1ncc(Br)cc1Br (stereo unspecified),3,-5%,8%,-4%,0%,-8%,-1%,-16%,?
Cc1nn(C)c(C)c1CCNC(=O)Nc1ccccc1C(F)(F)F,-4,0%,.,-1%,-4%,25%,23%,-13%[60.1 µM],2%
Cc1c(NC(=O)/C(=C/c2cccs2)c2cccs2)c(=O)n(-c2ccccc2)n1C,-2,-13%,15%,-4%,?,-1%,7%,1%,?
Cc1noc(C)c1S(=O)(=O)NCCc1ccc(S(N)(=O)=O)cc1,1,-2%,9%,-5%,11%,-5%,13%,-6%,24%
COc1ccc(NC(=O)CN(C)S(=O)(=O)c2ccc3c(c2)NC(=O)CS3)cc1,-1,-3%,-7%,1%,-6%,-5%,?,-11%,-1%
CCSc1nnc2c(n1)OC1(CCCC1)Nc1ccccc1-2,-6,0%,0%,2%,-25%,-10%,20%,-1%,4%
CC(C)NC(=O)c1ccc(COCC(F)(F)F)cc1,1,-8%,4%,0%,-13%,5%,-12%,8%,6%
COc1cc(C(=O)NC23CC4CC(CC(C4)C2)C3)cc(OC)c1OC,0,-2%,0%,-2%,-8%,-4%,11%,15%,83%

Nothing new here: 7 of the compounds above.
Structure,LDHA block,BLM helicase inh,APEX1 inh,GRP78 ERSR act,POLH inh,Anesthetic bind,Pol iota inh,POLK inh,Pol beta inh
CSCC[C@H](NC(=O)c1cc([N+](=O)[O-])ccc1Cl)c1nc2ccccc2[nH]1,-16,0%,-4%,-4%,-17%,-15%,-2%,-12%,1%
COc1ccc(N(CC(=O)N2CCN(Cc3ccccc3)CC2)S(C)(=O)=O)c(OC)c1,-3,-1%,5%,0%,-4%,-1%,7%,1%,30%
CCCC(C)NC(=S)Nc1cc(C)cc(C)c1 (stereo unspecified),-9,-5%,-10%,-1%,-1%,-20%,27%,-2%,96%
COC(=O)[C@@]1(Cc2ccc(F)cc2)[C@H]2c3cc(C(=O)N4CCCC4)n(C[C@H](O)CO)c3C[C@H]2CN1C(=O)c1ccccc1,-8,-1%,-1%,.,.,1%,.,.,.
Cc1c(NC(=O)Nc2ccc(C#N)cc2)c(=O)n(-c2ccccc2)n1C,-2&-6,-1%&-4%,51%,-3%&-4%,-5%&-10%,-1%&-2%,-26%&14%,9%&-6%,0%&26%
O=C1Nc2ccc(Br)cc2C1Cc1ccccc1F (stereo unspecified),3,-13%,-2%,-1%,-26%,-14%,32%[activator],-13%,1%
c1ccc(C2c3[nH]c4ccccc4c3CCN2Cc2cccn2-c2ccccn2)nc1 (stereo unspecified),3,-5%,-3%,-3%,-22%,-11%,23%,-11%,0%

Compound activity (PubChem)

Some of the compounds tested; count on the stated rates, not on these rows.
